Sm TGR inh – S. mansoni TGR enzyme inhibition | Q962Y6 | purified TGR, DTNB reduction, TNB absorbance 405 nm | Potency, µM (doses to about 114 µM), for the others: top-dose activity change, negative = inhibition, most hits filed as inhibitors | 3% of 360,000 active; further: potency means the concentration at half of the fitted maximal effect; nearly all actives have a fitted effect of over 60% in size
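Kinetic colorimetric format: TGR-catalysed, NADPH-driven DTNB reduction monitored via TNB absorbance. Enzyme dispensed at 20 nM; compound exposure 15 min at room temperature before reaction start.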
HCMV inh – human cytomegalovirus inhibition | HFF cells, HCMV-luciferase reporter, 72 h; active compounds read low | activity change, negative = inhibition, % at 57.5 µM | 4.5% of 410,000 active; in the data active means activity change below about -60%; inconclusive means no clear call, values can overlap the other calls; inactive means above about -39%
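After 16 h attachment at 37C, HFF cells received test compound and HCMV-luciferase (1 PFU/cell); reporter luminescence read 72 h later, data normalized against buffer-only and known inhibitor Salinomycin.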
AmpC inh no detg – blocks E. coli AmpC beta-lactamase in detergent-free assay; P00811; AmpC nitrocefin hydrolysis, absorbance 480 nm, 0.0001% Triton; 0.52% of 330,000 active; Potency, µM (doses to about 57.1 µM), for inactives: at the highest dose activity change, negative = inhibition, actives largely listed as inhibitors;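 further: potency means the concentration at half of the fitted maximal effect; plate controls were no compound for no effect and no enzyme for full effect; nearly all actives have a fitted effect of over 20% in size; some results filed as inactive show a strong effect at the top dose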
Target sequence (P00811 whole entry, looked up): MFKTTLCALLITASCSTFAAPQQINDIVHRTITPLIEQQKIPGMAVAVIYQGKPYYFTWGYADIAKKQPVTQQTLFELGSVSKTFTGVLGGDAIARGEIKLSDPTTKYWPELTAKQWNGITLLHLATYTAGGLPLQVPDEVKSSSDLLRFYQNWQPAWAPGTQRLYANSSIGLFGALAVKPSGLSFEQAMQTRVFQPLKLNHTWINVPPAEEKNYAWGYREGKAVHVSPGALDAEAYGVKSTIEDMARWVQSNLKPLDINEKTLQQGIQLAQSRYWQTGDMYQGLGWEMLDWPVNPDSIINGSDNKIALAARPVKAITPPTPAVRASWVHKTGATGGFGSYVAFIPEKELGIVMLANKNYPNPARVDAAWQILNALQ
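AmpC (5.3 nM in the dispensed reagent) in 20 mM phosphate pH 7.0 with 0.01% (detergent screen) or 0.0001% Triton X-100 was preincubated with compounds for 15 min at room temperature. Nitrocefin was then added from an 800 uM solution, and hydrolysis was followed at 480 nm.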
AmpC inh detg – inhibitors of E. coli AmpC beta-lactamase with detergent; P00811; AmpC hydrolysis of nitrocefin, absorbance 480 nm, 0.01% Triton; Potency, µM (doses to about 114 µM), inactives show at the top dose activity change, negative = inhibition, most hits filed as inhibitors; 0.041% of 370,000 active; AID 485294;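 further: potency means the concentration at half of the fitted maximal effect; 0% = no-compound wells and -100% = no-enzyme wells; nearly all actives have a fitted effect of over 25% in size; some results filed as inactive show a strong effect at the top dose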
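20 mM phosphate pH 7.0 + 0.01% (detergent screen) or 0.0001% Triton X-100; 5.3 nM AmpC reagent; cpd preinc 15 min RT; nitrocefin (800 uM stock) to start; A480 q20 s × 4 min; Activity was normalised to no-enzyme and no-compound control wells.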
AMA1 RON2 block – inhibitors of Plasmodium falciparum AMA1-RON2 interaction; 0.2% of 360,000 active; Potency, µM (titrated, usually from 58.2 µM), for the others: at the top dose activity change, negative = inhibition, actives largely listed as inhibitors; AlphaScreen AMA1-biotinylated RON2 peptide binding;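 further: potency means the concentration at half of the fitted maximal effect; 0% = vehicle wells and -100% = peptide control; nearly all actives have a fitted effect of over 45% in size; some results filed as inactive show a strong effect at the top dose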
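AMA1 (3D7) with his tag at 25 nM final met compounds first, then biotinylated RON2 peptide at 25 nM; detection used donor plus acceptor beads, 10 µg/mL apiece, read by AlphaScreen after 30 min at room temperature.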
LmPK inhibitor – blocks Leishmania mexicana pyruvate kinase activity. Q27686. purified LmPK, Kinase-Glo ATP luminescence, 1 h. Potency, µM (titrated, usually from 57.5 µM), for the others: at the top dose activity change, negative = inhibition, most hits filed as inhibitors. 0.37% of 290,000 active. AID 1721; further: potency means the concentration at half of the fitted maximal effect
Target sequence (Q27686 whole entry, looked up): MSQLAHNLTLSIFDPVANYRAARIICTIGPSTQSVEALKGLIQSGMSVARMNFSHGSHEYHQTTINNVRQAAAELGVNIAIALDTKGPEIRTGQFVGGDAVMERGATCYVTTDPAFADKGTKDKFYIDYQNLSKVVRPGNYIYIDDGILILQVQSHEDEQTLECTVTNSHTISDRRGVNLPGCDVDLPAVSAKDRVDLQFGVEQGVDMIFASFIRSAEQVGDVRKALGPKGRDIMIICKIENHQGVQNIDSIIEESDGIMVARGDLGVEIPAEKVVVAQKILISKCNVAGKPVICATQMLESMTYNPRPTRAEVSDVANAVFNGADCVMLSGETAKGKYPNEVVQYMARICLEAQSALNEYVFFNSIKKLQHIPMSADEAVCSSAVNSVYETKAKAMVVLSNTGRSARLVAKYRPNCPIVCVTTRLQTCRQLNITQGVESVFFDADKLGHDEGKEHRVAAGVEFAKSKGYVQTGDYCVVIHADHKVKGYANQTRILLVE
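Pyruvate kinase activity monitored as ATP production (luciferase luminescence). Conditions: 0.1 nM enzyme, 0.5 mM PEP, 0.1 mM ADP, 1 h, RT; normalized against uninhibited and no-enzyme wells.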
Tb PYK inh – T. brucei pyruvate kinase inhibition; 0.12% of 410,000 active; Potency, µM (titrated, usually from 76.8 µM), for the others: top-dose activity, negative = inhibition, actives largely listed as inhibitors; TbPYK enzyme, Kinase-Glo Plus ATP luminescence, 45 min; Q57TT1; further: potency means the concentration at half of the fitted maximal effect; nearly all actives have a fitted effect of over 50% in size
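Luminescence from Kinase-Glo Plus, added after a 45-minute room-temperature reaction, served as the end-point read-out. The enzyme and substrate were preincubated with compound before ADP (130 uM final) initiated turnover. Concentration-effect curves came from normalized qHTS data.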
Starred values were filed as active, the others as inactive; ? = inconclusive; nt = not tested or not shown; [ ] = another dose, or the depositor's remark. Unless noted, the call rests on the fitted dose curve; in most records, active means well fitted curve in the direction sought with a large enough effect; inconclusive means small, poorly fitted or top-dose-only effect, or another doubt; inactive means no such curve, though single readings can be large; an effect the other way counts as inactive or inconclusive. Unless noted, on the % scale 0 is the no-effect control and ±100 the full control effect.

Value order – Sm TGR inh	HCMV inh	AmpC inh no detg	AmpC inh detg	AMA1 RON2 block	LmPK inhibitor	Tb PYK inh
- O=C(Cc1ccccc1)Nc1ccccc1C(=O)Nc1ccc(C(=O)O)cc1
 : 6%	-40	-11%	2%	9%	-3%	5%
- CCOC(=O)Cn1c(=O)oc2cc(S(=O)(=O)Nc3c(C)cc(C)cc3C)ccc21
 : -10%	47	-12%	-16%	-6%	12%	-3%
- Cc1ccc(N2CCN(C(=O)c3cc(-c4ccc(F)cc4)[nH]c3C)CC2C)cc1 (stereo not given)
 : -12%	-8	116%[activator]	-9%	-18%	-2%	-1%
- O=C1CSCC(=O)N1c1ncc(C(F)(F)F)cc1Cl
 : 4%	-5	-6%	-4%	-22%	1%	2%
- COC(=O)N1CCC2CC1c1c(Cl)cccc12 (stereo not given)
 : nt	-16	nt	nt	11%	nt	3%
- CCCCCCC(=O)Nc1nc(C)c(-c2csc(Nc3ccc(Cl)cc3)n2)s1
 : 10%	nt	-46%	0%	10%	8%	-2%
- NNc1nc(-c2ccccc2)cs1
 : 4%	36	-33%	1%	74%[activator]	-3%	-8%
- Cc1ccc(C(=O)N2CCN(c3ncccn3)CC2)cc1S(=O)(=O)N1CCCCC1
 : -19%	-15	1%	-4%	0%	-1%	5%
- O=C(Nc1ccc(S(=O)(=O)Nc2nccs2)cc1)c1cc(=O)[nH]c2ccccc12
 : 18%	28	-32%	7%	-2%	4%	2%
- CCOc1ccccc1NC(=O)Cn1nc2c3cc(F)ccc3n(Cc3cccc(C)c3)cc-2c1=O
 : 25%	7	nt	13%	nt	nt	1%
- COC(=O)N/N=C/c1cc(Cl)c(OCc2ccccc2F)c(OC)c1
 : 11%	80	51%	-1%	-10%	5%	-6%
- O=c1c2ccccc2nnn1CSc1ccccc1
 : -18%	-2	-25%	-12%	6%	?	-2%
- Cc1ccc(Cl)cc1NC(=O)CCC(=O)Nc1cc(Cl)ccc1C
 : 0%	36	-6%	-7%	-11%	3%	4%
- c1cn2c(-c3ccc(N4CCOCC4)cc3)cncc2n1
 : nt	29	nt	nt	-12%	nt	4%
- COc1ccc(C)cc1NC(=O)c1oc2ccc(S(=O)(=O)N(C)C3CCCCC3)cc2c1C
 : 5%	9	nt	7%	nt	nt	3%
- O=C(CCCN1C(=O)c2ccccc2C1=O)NCC1CCCO1 (stereo not given)
 : ?	27	-16%	?	8%	2%	3%
- C=CCSC1=C(C#N)C(c2ccccc2Cl)CC(=O)N1 (stereo not given)
 : -4%	-3	-11%	3%	-1%	-1%	-15%
- CCOC(=O)C1(CC2CCCCO2)CCN(C(=O)Nc2cccc(SC)c2)CC1 (stereo not given)
 : 0%	-29	0%	-1%	2%	8%	-6%
- COc1ccc2c(c1OC)C(=O)O[C@@H]2[C@H]1c2cc3c(cc2CCN1C)OCO3
 : -11%	5	-26%	-17%	-3%	nt	0%
- O=C(NC(Cc1ccccc1)C(=O)N1CCN(S(=O)(=O)c2ccccc2F)CC1)c1ccccc1 (stereo not given)
 : -9%	-9	-5%	1%	25%	nt	-9%
- COc1cc(OC)cc(-c2c(C#Cc3ccsc3)c3cc(-c4cccc5[nH]cc(C=O)c45)ccc3n2C)c1
 : nt	-1	-28%	nt	12%	nt	1%
- CC(C)(C)NC(=O)CC(CC(=O)O)c1ccccc1 (stereo not given)
 : 4%	14	-3%	?	3%	3%	-10%
- Cc1ccc(C)c(S(=O)(=O)c2nnn3c2nc(N2CCN(C)CC2)c2sccc23)c1
 : 1%	15	nt	7%	nt	nt	-1%
- Cn1c(=O)c2c(nc(Sc3n[nH]c(N)n3)n2Cc2ccccc2Cl)n(C)c1=O
 : 11%	26	52%	?	13%	0%	-4%
- CCOC(=O)c1c(C)oc2nc(C)nc(NCC3CCN(Cc4cccc(C)c4)CC3)c12
 : -2%	7	nt	-7%	nt	nt	-4%
- CC(=O)NC(c1ccc(F)c(F)c1)c1nc(-c2ccc(C)c(C)c2)cs1 (stereo not given)
 : nt	-10	nt	nt	-9%	nt	-4%
- CN1CCN(C(=S)Nc2ccc(Cl)cc2)CC1
 : 0%	-10	-3%[2.29 µM]	?	-4%	0%	-9%
- Cc1ccc(Nc2nc(N)nc(CSc3nnnn3-c3ccccc3)n2)cc1
 : -8%	-14	-38%	-12%	?	2%	-8%
- Cc1ccc(C(=O)OCC(=O)NCc2cccs2)c(C)c1
 : 0%	12	-34%	4%	32%	1%	1%
- N#CC1=C(S)N=C(N)C(c2nc(-c3ccccc3)cs2)C12CCCCC2 (stereo not given)
 : 15%	18	-39%	-14%	56%[activator]	0%	3%

The final three entries of the section before are carried over, then new ones follow:
Value order – Sm TGR inh	HCMV inh	AmpC inh no detg	AmpC inh detg	AMA1 RON2 block	LmPK inhibitor	Tb PYK inh
- Cc1ccc(Nc2nc(N)nc(CSc3nnnn3-c3ccccc3)n2)cc1
 : -8%	-14	-38%	-12%	?	2%	-8%
- Cc1ccc(C(=O)OCC(=O)NCc2cccs2)c(C)c1
 : 0%	12	-34%	4%	32%	1%	1%
- N#CC1=C(S)N=C(N)C(c2nc(-c3ccccc3)cs2)C12CCCCC2 (stereo not given)
 : 15%	18	-39%	-14%	56%[activator]	0%	3%
- Cc1ccsc1C(=O)OCC(=O)Nc1ccc(Cl)cc1C(F)(F)F
 : -4%	-20	-14%	-4%	-4%	-1%	4%
- COCCN(C(=O)CSCc1ccc(C)cc1)c1c(N)n(CC(C)C)c(=O)[nH]c1=O
 : -6%	-3	-13%	-7%	-6%	nt	5%
- O=C(O)c1cc(S(=O)(=O)N2CCOCC2)c[nH]1
 : -1%	-6	-11%	-4%	7%	nt	3%
- Cc1nnc(SCC(=O)NC(=O)NC(C)(C)C)s1
 : 8%	-12	-25%	2%	2%	4%	2%
- CC(C)C[C@H]1CN([C@@H](CC(C)C)CN2CCCC2CN2C(=S)NC[C@@H]2Cc2ccccc2)C(=S)N1CCc1ccccc1 (stereo not given in full)
 : nt	-29	nt	nt	10%	nt	0%
- COc1ccc(CN2C(=O)C(C)Nc3ncnc(N4CCOCC4)c32)cc1 (stereo not given)
 : nt	-65*	9%	nt	13%	nt	5%
- Cn1c(SCC(=O)Nc2ccc3nc(SCC(=O)N4CCCC4)sc3c2)nnc1-c1ccccc1
 : -1%	31	50%	-8%	-9%	-2%	-11%
- CCn1ccnc1CN(C)C(=O)c1cc(COc2ccc(-n3cncn3)cc2)on1
 : 0%	?	-5%	0%	1%	-1%	-5%
- CN(C)S(=O)(=O)Nc1ccccc1C(N)=O
 : 7%	42	-13%	2%	-14%	4%	3%
- COc1ccccc1CCNC(=O)c1ccc(OC)c(OC2CCN(C(C)C)CC2)c1
 : 2%	-62*	0%	3%	9%	0%	-1%
- CN(C)C(=O)[C@@H]1C[C@H]1[C@@H](NC(=O)OCc1ccccc1)c1ccccc1
 : -10%	-18	10%	?	4%	4%	3%
- CC(Sc1ncnc2sc(-c3ccccc3)cc12)C(=O)N1CCNC1=O (stereo not given)
 : -4%	-13	-1%	-10%	2%	nt	-1%
- O=C(CSc1n[nH]c(-c2ccccc2)n1)Nc1ccc(Br)cn1
 : -3%	-36	-9%	-1%	1%	-2%	-1%
- O=C(C1=NN[C@@H]2C(=O)N(c3cccc(C(F)(F)F)c3)C(=O)[C@H]12)c1cnccn1
 : 18µM*	-35	-8%	-2%	13%	-9%	-7%
- CCCCCN1C(C(=O)c2ccccc2)=C(NC(=O)c2ccc(OC)cc2)c2ccccc2S1(=O)=O
 : 6%	-3	nt	30%	nt	nt	0%
- Cc1noc(C)c1CSc1nnc(-c2ccncc2)n1-c1cccc(Cl)c1C
 : 10%[11.4 µM]	74	125%[activator]	?	7%	9%	-9%
- O=C(COc1ccc([N+](=O)[O-])cc1Cl)N(C1CCCCC1)C1CCS(=O)(=O)C1 (stereo not given)
 : 0%	-18	-1%	-16%	-5%	nt	4%
- Cc1ccc(S(=O)(=O)NNc2ccccc2)c(C)c1
 : 40µM*	57	-28%	0%	1%	15%	?
- CCOc1ccccc1C(=O)N/N=C/c1cccc2cccnc12
 : -3%	122	-3%	-6%	?	-2%	7%
- CC1CCc2sc(NC(=S)NC(=O)c3ccccc3)c(C#N)c2C1 (stereo not given)
 : ?	?	?	-7%	42%[activator]	-1%	-14%
- COc1ccc(C(=O)NCc2ccc3[nH]c(C)cc3c2)cc1OC
 : 14µM*	26	81%[activator]	0%	-2%	0%	-1%
- CSc1nc(NCC(C)O)c2c3c(sc2n1)CN(C)CC3 (stereo not given)
 : -19%	-12	-2%	0%	0%	1%	2%
- COc1ccc(NC(=O)[C@H](C)NC(=O)C2CCN(S(=O)(=O)c3ccc(C)cc3)CC2)cc1
 : 11%	-16	49%	-2%	29%	0%	-9%
- CCC(CC)NCCOC(=O)c1ccc([N+](=O)[O-])cc1
 : 25%	62	-8%	-2%	23%	-6%	6%
- CCOC1=NN(c2ccccc2)C(=O)/C1=C\N(C)C
 : 5%	-17	-11%	2%	-12%	-2%	-2%
- COc1ccc(CNC(=O)Cn2cc([N+](=O)[O-])nc2C)cc1
 : -1%	3	nt	-2%	0%	2%	-3%
- COc1ccc(Nc2cc(C)c3cc(NC(=O)Cc4c(F)cccc4Cl)ccc3n2)cc1
 : 4%	?	nt	20%	nt	nt	1%
- Cc1cccc(CN2CCC(CNC(=O)Cn3ncc4c([nH]c5ccccc54)c3=O)CC2)c1
 : -3%	-21	-19%	-4%	-8%	7%	9%
- COCCn1c(N)c(C(=O)Nc2sc3c(c2C(=O)OC)CCCC3)c2nc3ccccc3nc21
 : 5%	-2	-25%	-5%	2%	3%	-13%
- O=C(COc1ccccc1)NNc1nc2c(F)cc(F)cc2s1
 : -5%	-36	-26%	-10%	159%[activator]	0%	0%
- O=C(NCc1nc2ccccc2[nH]1)c1c(F)c(F)c(F)c(F)c1F
 : nt	-40	-5%	-6%	17%	-3%	-8%
- CCOC(=O)C1CCN(C(=O)c2c(-c3ccccc3)noc2C)CC1
 : 14%	7	16%	4%	1%	5%	4%
- COc1cc(C2=NC(CO)(CO)CO2)cc(OC)c1OC
 : -3%	71	-4%	-4%	21%	-1%	-26%

Assay outcomes (PubChem BioAssay)

Compounds were not picked by outcome; overall some 7.4% were active at least once.
